Source: PubChem BioAssay
GLS inhibitor: glutaminase GLS (human) inhibition. O94925. GLS enzymatic activity, qHTS titration. AID 624170. 410,000 compounds, 0.21% hits. Potency, µM (series often up to 45.5 µM), inactives show top-dose activity change, negative = inhibition, hits mostly inhibitors; also: % is scaled to controls: 0 for no effect and ±100 for the full control effect
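hKGA; 45 mM KH2PO4 pH 8.2 + 0.02% Tween-20; cpd via pin tool; 1 mM Gln soln; GluOx/HRP/Amplex Red; RT 30 min; fluor. t0 & final.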
Pin1 inh: human Pin1 inhibition; Pin1 FP peptide displacement, HiFluor488, 10 min; 390,000 compounds, 0.009% hits; Potency, µM (highest dose often 115 µM), for inactives: top-dose activity, negative = inhibition, usual class: inhibitors; Q13526; active = well fitted inhibition curve with a large enough effect in the polarisation, with a control signal flat, not every such curve was filed as active; inconclusive = small, poorly fitted or top-dose-only effect, or effect the other way, or a change in a side signal; inactive = no such curve, though single readings can be large or run the other way; the % refers to the polarisation; also: % is scaled to controls: 0 for no effect and ±100 for the full control effect
Target sequence (Q13526 whole entry, looked up): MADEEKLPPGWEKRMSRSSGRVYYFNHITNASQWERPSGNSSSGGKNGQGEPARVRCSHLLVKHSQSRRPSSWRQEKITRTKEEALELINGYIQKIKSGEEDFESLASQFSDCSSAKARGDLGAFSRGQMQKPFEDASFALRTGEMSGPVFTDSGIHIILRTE
G9a inh: G9a (human) methyltransferase inhibition | Q96KQ7 | G9a H3K9 monomethylation, AlphaScreen, 2 h | Potency, µM (titrated, usually from 102 µM), for the others: top-dose activity, negative = inhibition, actives largely listed as inhibitors | 350,000 compounds, 8.8% hits; also: % is scaled to controls: 0 for no effect and ±100 for the full control effect; nearly all actives have a fitted effect of over 75% in size
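Readings reflect AlphaScreen signal from monomethyl-H3K9 antibody detection. HMT at 20 nM; substrate b-H3K9 500 nM; cofactor SAM 20 uM; 2 h RT reaction; compounds tested as titrations in qHTS with 15 min preincubation.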
JMJD2A Tudor inh: blocks the human JMJD2A Tudor domain; O75164; Potency, µM (highest dose often 114 µM), for inactives: top-dose activity change, negative = inhibition, most hits filed as inhibitors; 390,000 compounds, 4.4% hits; AlphaScreen JMJD2A-Tudor / H3K4me3 peptide binding; AID 504339; also: % is scaled to controls: 0 for no effect and ±100 for the full control effect; nearly all actives have a fitted effect of over 50% in size
BLM inh: blocks DNA unwinding by human BLM helicase; P54132; recombinant BLM DNA unwinding, fluorescence dequenching; Potency, µM (highest dose often 56.1 µM), without a hit: top-dose activity change, negative = inhibition, hits mostly inhibitors; 350,000 compounds, 0.2% hits; AID 2528;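 also: plate controls were vehicle for no effect and no enzyme for full effect; nearly all actives have a fitted effect of over 35% in size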
HP1b binding inh: inhibitors of HP1-beta chromodomain binding to methylated histone tails; P83916; AlphaScreen HP1-beta / biotin-H3K9me3 peptide binding; Potency, µM (highest dose often 114 µM), inactives show at the top dose activity change, negative = inhibition, most hits filed as inhibitors; 390,000 compounds, 0.56% hits; AID 540317; also: nearly all actives have a fitted effect of over 70% in size; inactives centre near 23
Target sequence (P83916 whole entry, looked up): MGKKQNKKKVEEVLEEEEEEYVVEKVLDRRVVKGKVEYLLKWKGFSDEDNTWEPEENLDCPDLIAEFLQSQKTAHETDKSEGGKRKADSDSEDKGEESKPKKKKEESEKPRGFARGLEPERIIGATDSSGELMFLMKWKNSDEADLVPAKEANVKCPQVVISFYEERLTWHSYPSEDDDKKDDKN
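Compound inhibition of the preformed complex between 50 nM HP1-beta and 50 nM biotinylated H3K9me3 peptide was read by AlphaScreen. Buffer was PBS pH 7.4 with 0.01% Tween-20. Incubations ran 30 min at room temperature, with 10 ug/mL donor/acceptor beads.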
POLI inh: blocks human DNA polymerase iota activity; Q9UNA4; Pol iota fluorescent replication assay, 10 min; Potency, µM (top dose mostly 115 µM), without a hit: at the highest dose activity, negative = inhibition, actives largely listed as inhibitors; 390,000 compounds, 1% hits; AID 588590
Target sequence (Q9UNA4 whole entry, looked up): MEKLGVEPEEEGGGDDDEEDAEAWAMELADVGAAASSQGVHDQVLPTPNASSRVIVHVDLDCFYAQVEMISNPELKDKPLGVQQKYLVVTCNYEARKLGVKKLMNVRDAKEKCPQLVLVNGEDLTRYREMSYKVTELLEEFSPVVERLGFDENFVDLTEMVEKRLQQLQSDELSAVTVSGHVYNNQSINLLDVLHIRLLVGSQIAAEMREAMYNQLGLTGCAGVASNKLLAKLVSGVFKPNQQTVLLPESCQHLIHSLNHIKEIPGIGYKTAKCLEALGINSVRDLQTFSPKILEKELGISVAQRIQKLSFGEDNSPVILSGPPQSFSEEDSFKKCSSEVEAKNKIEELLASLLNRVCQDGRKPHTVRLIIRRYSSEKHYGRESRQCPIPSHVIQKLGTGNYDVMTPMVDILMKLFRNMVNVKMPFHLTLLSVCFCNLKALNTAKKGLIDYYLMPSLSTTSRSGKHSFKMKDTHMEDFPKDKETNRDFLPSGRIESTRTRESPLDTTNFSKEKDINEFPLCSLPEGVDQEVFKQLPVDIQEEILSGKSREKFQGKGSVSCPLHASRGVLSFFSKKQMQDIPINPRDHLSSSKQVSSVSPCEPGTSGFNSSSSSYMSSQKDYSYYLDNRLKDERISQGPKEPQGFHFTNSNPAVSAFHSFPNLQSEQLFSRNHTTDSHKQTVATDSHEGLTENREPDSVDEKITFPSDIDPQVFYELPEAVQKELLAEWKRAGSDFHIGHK
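Fluorescent replication assay read twice, at 0 min and 10 min after adding 50 nM (final) substrate. Enzyme (10 nM) and compounds were first incubated 15 min at room temperature; enzyme-free buffer wells were negative controls.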
PGK inhibitor: T. brucei PGK inhibition; AID 602233; PGK/GAPDH coupled, Kinase-Glo luminescence, 60 min; Potency, µM (titrated, usually from 57.5 µM), for the others: top-dose activity change, negative = inhibition, usual class: inhibitors; 380,000 compounds, 0.043% hits; also: % is scaled to controls: 0 for no effect and ±100 for the full control effect; nearly all actives have a fitted effect of over 60% in size
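Recombinant glycosomal PGK reaction used 1,3-bisphosphoglycerate generated in-well by GAPDH (100nM final) in 100mM TEA pH 7.6, 5mM MgCl2, 0.01% Tween-20. After 60 minutes at room temperature, ATP was read by Kinase-Glo Plus luminescence end-point.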
BAZ2B inh: inhibitors of human BAZ2B bromodomain; Q9UIF8; AlphaScreen BAZ2B-H3K14Ac peptide displacement; Potency, µM (doses to about 114 µM), for inactives: at the top dose activity change, negative = inhibition, hits mostly inhibitors; 360,000 compounds, 4.4% hits; also: % is scaled to controls: 0 for no effect and ±100 for the full control effect; nearly all actives have a fitted effect of over 60% in size
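Inhibition is scored as reduced AlphaScreen emission. The BAZ2B/b-H3(5-23)K14Ac complex (50 nM each) in PBS pH 7.4, 0.01% Tween-20 meets compound (up to 110 uM) for 30 min at RT before bead addition.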
Starred values were filed as active, the others as inactive; i = inactive; ? = inconclusive; nt = not tested or not shown; & = joins results of further samples; [ ] = remark or other dose. Unless noted, calls follow the shape of the dose curve; as a rule, active = well fitted curve in the direction sought with a large enough effect; inconclusive = small, poorly fitted or top-dose-only effect, or another doubt; inactive = no such curve, though single readings can be large; an effect the other way counts as inactive or inconclusive. Potency is read from the fitted curve at half-maximal effect.

Pin1 inh | PGK inhibitor | G9a inh | POLI inh | JMJD2A Tudor inh | HP1b binding inh | BAZ2B inh | BLM inh | GLS inhibitor | Structure
0.3% | -9.4% | 3.3%[59 µM] | 18.4% | -7.0% | 27.0% | 6.6% | -4.9% | -4.7% | CCOC(=O)c1c(C)[nH]c(C(=O)C(C)OC(=O)c2oc3ccccc3c2COC)c1C (centres undefined)
3.7% | -8.9% | nt | -22.5% | 1.6% | 33.2% | -20.2% | -6.8% | 0.0% | Cc1ccc(S(=O)(=O)N2CCOC23CCN(C(=O)c2cc(Cl)ccc2Cl)CC3)cc1
? | -8.3% | ? | -1.4% | -35.6% | -3.6% | -3.8% | -12.0% | 20.6% | Cc1cccc(Nc2nnc(SC/C(O)=C(\C#N)c3nc4ccccc4[nH]3)s2)c1C
-6.1% | -9.8% | -10.9%[12.7 µM] | 4.3% | -10.2% | 34.2% | -3.6% | 0.3% | -0.1% | CC(=O)Nc1ccc(S(=O)(=O)NC2=NCN(CCOC(=O)c3ccccc3)CN2)cc1
-1.8% | nt | -3.4%[12.7 µM] | 8.0% | -22.7% | 29.1% | -22.9% | 1.0% | 1.6% | N=c1nc(N)nc2n1NC(c1ccc(F)cc1)=CS2
8.6% | -6.4% | 14.5%[59 µM] | 5.4% | 15.4% | 32.5% | -4.1% | -4.1% | 2.2% | O=C(Nc1ccc(Cl)c(Cl)c1)OCc1cnc(Cl)s1
-2.1% | i | -4.4% | 16.0% | -15.2% | 49.4%[activator] | -11.8% | -0.5% | -1.9% | COc1ccccc1N1CCN(C(=O)CNC(=O)c2cn(-c3ccccc3OC)c(=O)c3ccccc23)CC1
1.9% | -9.1% | 17.3% | -6.9% | 1.9% | 43.5%[activator] | -1.5% | -1.0% | -4.9% | COC(=O)CSc1nc(N2CCOCC2)c2c(c1C#N)CCCC2
-7.2% | nt | 24.4%[59 µM] | -1.6% | 1.7% | 19.0% | 3.2% | -3.5% | 4.2% | O=C(COc1ccccc1Cl)NC(=O)NC1CCCC1
1.1% | i | 3.6% | -9.2%[58.9 µM] | -6.9% | 0.5% | -2.0% | -6.0% | 28.6% | CC(C)(C)c1ncc(S(=O)(=O)c2ccc(C(F)(F)F)cn2)c(N)n1
2.6% | 1.0% | 1.26µM* | 109.4%[activator] | -25.7%[57.1 µM] | 28.9% | -26.1% | -12.6% | -4.7% | Cc1nonc1OCCCNc1ccc([N+](=O)[O-])cc1Cl
-10.1%&2.8% | i | 46.3% | -4.6%&76.3% | -3.1%[57.1 µM] | 49.6%[activator][57 µM] | 18.8% | -10.0% | 8.2% | CCCN(CCC)c1nc(C#N)nc(N(CCC)CCC)n1
-9.7% | i | 3.2% | -14.2% | -25.6% | 26.7% | 11.7% | -2.3% | -5.9% | Cc1ccc(-c2ccc(=O)n(CC(=O)Nc3cccc(C(=O)N4CCN(C)CC4)c3)n2)cc1
-6.1% | -1.3% | -21.2% | 7.3% | -6.9% | 12.9% | -11.3% | -1.2% | -11.3% | O=C(CSc1nnc2ccccn12)N1CCc2ccccc21
6.7% | -4.6% | 3.0%[12.7 µM] | -3.6% | -3.0% | 25.1% | -29.0% | -2.1% | 6.0% | COc1ccc(C)cc1NS(=O)(=O)c1c(C(=O)N2CCC(C)CC2)c(C)n(C)c1C
-3.7% | 0.1% | -9.1%[12.7 µM] | 14.2% | 122.1%[activator] | 82.2%[activator] | 32.3%[57.1 µM] | -20.3% | nt | CCOC(=O)c1c(-c2cccs2)csc1NC(=O)CN(CC)CC
-4.1% | i | ? | 15.3% | -0.6% | 24.2% | -2.2% | -1.2% | -1.0% | COc1ccccc1N(CC(=O)NC1CCCC1)C(=O)CCC(=O)Nc1cc(C)on1
-11.3% | -2.8% | 4.1%[12.7 µM] | 15.1% | 4.5% | 51.5% | 1.9% | -4.9% | -0.6% | COC(=O)Nc1ccc(Oc2ccccc2)cc1
-9.0% | -2.6% | ? | -14.6% | 39.8µM* | ? | 39.8µM* | 0.2% | 35.1%[activator] | CCCn1c(NCc2ccc(N(CC)CC)cc2)nc2ccccc21
-0.6% | -6.8% | nt | 112.6%[activator] | -5.3%[11.4 µM] | 17.5% | -8.9% | 58.7%[activator] | -4.6% | CC(=O)c1ccc(Nc2cc(C)nc3ccc(C)cc23)cc1
1.2% | i | -4.6%[59 µM] | 2.0% | -8.1% | 23.4% | -22.7% | -0.4% | -6.1% | Cc1ccccc1C(=O)N1CCC(C(=O)Nc2ccc(S(=O)(=O)N(C)C(C)C)cc2)CC1
3.1% | -9.4% | -3.7% | 29.2% | -3.5% | 43.5%[activator] | -4.9%[57.1 µM] | -1.8% | -3.0% | CCn1nc2cc(C(=O)NCc3cc(C(F)(F)F)cc(C(F)(F)F)c3)ccc2c1OC
1.1% | 4.2% | 4.3% | 55.7%[activator] | -3.3% | 28.6% | -1.6% | 5.3% | 11.8% | COc1ccc(C(=O)C[n+]2ccc(N(C)C)cc2)cc1
5.2% | 3.5% | -7.9%[59 µM] | 29.1% | -18.1% | 17.2% | -12.0% | -2.2% | -3.4% | CCCSCCCNC(=O)C1CCN(C(=O)c2cnn(-c3ccccc3)c2-n2cccc2)CC1
2.0% | -3.9% | -8.9%[59 µM] | 38.5%[activator] | -23.6% | 17.8%[57 µM] | -18.7% | 0.9% | 7.8% | CC(=O)N1CCN(c2csc3ccc(Cl)cc3c2=O)CC1
-1.8% | 8.2% | -2.9% | 48.4%[activator] | -11.6% | 27.8% | -2.4% | 1.9% | -0.4% | CCN(CC(=O)Nc1ccccc1SC)Cc1nc2ccccc2c(=O)[nH]1
3.0% | -3.9% | -5.4%[59 µM] | 40.8%[activator] | -28.2% | 20.8% | -21.7% | -8.7% | -10.8% | CCc1ccccc1NC(=S)N(CCN(C)C)Cc1cccs1
-6.2% | -7.8% | 16.3% | -7.1% | -33.8% | 30.5% | -1.2% | -1.8% | 8.8% | COc1cccc(C2CC(c3ccc(C(C)C)cc3)n3nc(N)nc3N2)c1 (centres undefined)
-4.5% | -3.9% | 7.8%[59 µM] | -0.7% | -10.1% | 7.1% | 2.5% | 4.0% | 5.9% | Cc1c(CC(=O)N2CCCCC2)c(=O)oc2cc(O)ccc12
2.4% | -7.8% | 4.7% | 25.2% | -9.2% | 6.9% | -11.6% | -1.0% | 3.3% | O=C(CCCN1C(=O)c2ccccc2C1=O)NCCCn1ccnc1

Continued, starting with the last two of the part before.
Pin1 inh | PGK inhibitor | G9a inh | POLI inh | JMJD2A Tudor inh | HP1b binding inh | BAZ2B inh | BLM inh | GLS inhibitor | Structure
-4.5% | -3.9% | 7.8%[59 µM] | -0.7% | -10.1% | 7.1% | 2.5% | 4.0% | 5.9% | Cc1c(CC(=O)N2CCCCC2)c(=O)oc2cc(O)ccc12
2.4% | -7.8% | 4.7% | 25.2% | -9.2% | 6.9% | -11.6% | -1.0% | 3.3% | O=C(CCCN1C(=O)c2ccccc2C1=O)NCCCn1ccnc1
7.2% | -1.0% | 0.4% | 10.5% | -4.2% | 3.3% | -15.6% | -0.9% | 1.4% | COC(=O)c1c(C(=O)OC)c(-c2ccc(C(C)(C)C)cc2)n2c1CS(=O)C2 (centres undefined)
-4.0% | -1.9% | 1.8% | -0.6% | -2.2% | 10.8% | 1.2% | 2.5% | 2.5% | COc1ccc(CCN(C(=O)C(F)(F)F)C(C(=O)NC2CCCCC2)c2ccc(C)s2)cc1 (centres undefined)
-6.1% | i | 11.8% | 12.8% | -17.6% | 39.1% | -8.3% | 1.5% | 25.0% | Cc1ccc(C2CC(c3cccc(C)c3)n3nc(N)nc3N2)cc1 (centres undefined)
8.6% | 0.4% | 13.4%[59 µM] | -3.9% | -17.7% | 11.0% | 1.6% | -6.0% | 4.0% | COC(=O)C1=C(C)N2C(=O)CSC2=NC1c1ccc2c(c1)OCO2 (centres undefined)
6.5% | 9.8% | 22.4µM* | 24.6% | 2.24µM* | ? | 56.2µM* | -0.2% | -0.2% | O=C(c1cccc(F)c1)N1CCC(N2CCCCCC2)CC1
-9.3% | 0.4% | ? | 5.4% | ? | 20.9% | 7.6% | -10.5% | 3.3% | Cn1c(SCCCC(=O)c2ccc(Br)cc2)nnc1-c1ccncc1
17.6% | -5.8% | -11.1%[2.33 µM] | 25.1% | -30.3% | 18.3% | -35.3% | nt | 6.8% | COc1ccc(C2=NOC(Cn3nc(C(=O)NCc4ccco4)cc3-c3ccccc3)C2)cc1 (centres undefined)
-6.1% | i | -7.8% | 42.0%[activator] | -14.4% | 43.7%[activator] | 2.4% | -10.0% | -0.6% | CCOc1ccccc1NC(=O)c1nc(-c2ccccc2)oc1C
-0.2% | nt | ? | 9.5% | -2.5% | 15.0% | -3.5% | -7.6% | -0.7% | COc1ccc(OC)c(S(=O)(=O)N2c3ccccc3CC2C)c1 (centres undefined)
1.6% | -8.8% | ? | 11.2% | -11.5% | 35.3% | -14.4% | 0.5% | 12.3% | O=C(NC1CCCC1)C(c1ccc(N2CCOCC2)cc1)N(Cc1ccco1)C(=O)c1ccco1 (centres undefined)
-1.8% | -8.9% | nt | 2.5% | 0.0% | 31.8% | nt | nt | 1.5% | O=C(NCc1ccccc1F)c1cccc(S(=O)(=O)N2CCCCC2)c1
1.4% | -6.8% | 15.7%[59 µM] | 2.5% | -11.6% | 15.3% | 0.7% | -0.4% | -8.2% | O=C(Nc1ccc(S(=O)(=O)NC2CCCCC2)cc1)c1ccco1
-2.3% | 4.2% | 29.8%[59 µM] | 34.8%[activator] | 2.7% | 23.9% | -16.2% | -1.9% | 12.6% | O=C(CSc1cccc(C(F)(F)F)c1)NC(=O)c1ccccc1
-2.7% | -1.4% | ? | 5.6% | 3.55µM* | 12.6µM* | 50.1µM* | -10.7% | 9.9% | COc1ccc(Cl)cc1NC(=O)C(C)N1CCN(C/C=C/c2ccccc2)CC1 (centres undefined)
-0.7% | -3.9% | 50.1µM* | -2.6% | -18.3% | 41.1%[activator] | -36.5% | -6.7% | -7.5% | O=C(CSc1nnc(Cc2cccs2)n1-c1ccc(Cl)cc1)NCc1ccc2c(c1)OCO2
-2.1% | nt | 18.7%[59 µM] | 5.3% | -5.5% | 22.7% | 3.5% | 2.2% | -3.8% | Cc1nnc(C)n1/N=C/c1cccc(Oc2ccccc2)c1

A portion of the library; rates above refer to the full screens.
